Screens (PubChem BioAssay)
H1N1 NS1A inhibition = H1N1 influenza NS1A inhibitors, functional cell based assay (AID 504329); NS1A functional cell-based assay, percent inhibition; higher % means a stronger effect; inhibition, % at 12.5 µM; hits with a dose series show IC50 in µM; hit rate 0.3% among 340,000; in the data active = a potency from the dose series; inconclusive = inhibition above about 27% without an active follow-up result; also: strong numbers were not always called active
M. tuberculosis = growth inhibition of non-replicating M. tuberculosis (AID 488890). Mycobacterium tuberculosis non-replicating, growth inhibition; higher % means a stronger effect. inhibition, % at 25 µM; hits with a dose series show IC50 in µM. hit rate 0.39% among 320,000; in the data active = a potency from the dose series; inconclusive = inhibition mostly from about 82% at the one dose, without a potency; inactive = the rest, 99 in 100 with inhibition below about 76%;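 also: plate controls were DMSO cells for no effect and high antibiotic wells for full effect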
inhibitors of VEEV = inhibitors of VEEV TC-83 cytopathic effect, confirmation, Vero cells (AID 588727); Vero cells, VEEV TC-83 cytopathic effect inhibition; higher % means a stronger effect; inhibition, % at 20 µM; hits with a dose series show IC50 in µM; hit rate 0.13% among 350,000; in the data active = a potency from the dose series; inconclusive = inhibition mostly from about 14% at the one dose, without a potency; inactive = the rest, 99 in 100 with inhibition below about 12%; also: strong numbers were not always called active
H37Rv inhibition = M. tuberculosis growth inhibition, HTS (AID 449762); one-dose inhibition, % at 25 µM; IC50 in µM for titrated hits; hit rate 0.59% among 330,000; M. tuberculosis H37Rv growth inhibition, 7H9 media; higher % means a stronger effect; in the data active = a potency from the dose series; inconclusive = inhibition above about 70% without an active follow-up result;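 also: bacterial growth assessed after seven days of incubation; strong numbers were not always called active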
Salmonella PhoP GFP = PhoP regulon inhibitors, Salmonella typhi PhoP promoter GFP reporter, confirmatory (AID 1850) | one-dose inhibition, % at 50 µM; IC50 in µM for titrated hits | hit rate 0.33% among 310,000 | Salmonella Typhi PhoP-promoter GFP reporter, fluorescence, 4 h; higher % means a stronger effect; in the data active = a potency from the dose series; inconclusive = inhibition mostly from about 25% at the one dose, without a potency; inactive = the rest, 99 in 100 with inhibition below about 19%;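 also: 0% = induced wells with vehicle and 100% = uninduced wells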
inhibitors of VEEV 10K pilot screen = also measured in inhibitors of VEEV; calls as there; inhibition, %; measured here: 10K pilot screen inhibition
The depositor's hits bear a star; i = inactive; ? = inconclusive; / = not tested or not shown.

SMILES	H1N1 NS1A inhibition	M. tuberculosis	inhibitors of VEEV	H37Rv inhibition	Salmonella PhoP GFP	others
O=C(/C=C/c1ccc2c(c1)OCO2)c1ccc(F)cc1	-11%	?	9.1%	12%	8%
Oc1oc(-c2cccc3ccccc23)nc1/C=N/c1nccs1	3%	43%	2.7%	5%	-7%
Cc1ccc(C(=O)c2no[n+]([O-])c2C(=O)c2ccc(C)cc2)cc1	10%	19%	8.8%	0%	20%
O=C(C1CCCN(S(=O)(=O)c2cccnc2)C1)N1CCN(c2ccccn2)CC1 (configuration not stated)	-1%	1%	0.5%	-3%	5%
Cc1c(C(=O)Nc2ccc(S(=O)(=O)NCC3CCCO3)cc2)cccc1[N+](=O)[O-] (configuration not stated)	-3%	6%	0.8%	-4%	-8%
Fc1ccc(C2CCNCC2COc2ccc3c(c2)OCO3)cc1 (configuration not stated)	19%	43%	7.2%	3%	6%
CSCCC(NC(=O)c1ccc(C)o1)C(=O)O (configuration not stated)	-6%	-7%	0.4%	2%	-2%
CS(=O)(=O)N(Cc1ccc(Cl)cc1)c1ccc(C(=O)NCC2CCCO2)cc1 (configuration not stated)	-1%	-7%	0.0%	-6%	7%
CCOC(=O)C1(c2ccccc2)CCN(CC(=O)c2ccc(NC(C)=O)cc2)CC1	4%	/	4.9%	/	/
COc1ccc2c(c1)C1=NN(/C(C)=C/C(C)=O)C(c3ccc(F)cc3)C1CC2 (configuration not stated)	-1%	19%	1.5%	5%	-5%
CC(Sc1ccccc1F)C(=O)Nc1ccc2c(c1)OCCO2 (configuration not stated)	-11%	26%	i	-3%	/
CC(C)=N/N=C1/NC(=O)C(c2ccccc2)S1 (configuration not stated)	-1%	/	i	/	/
O=S(=O)(c1ccc2c(c1)nc(COc1ccc(Cl)cc1)n2CC1CCCO1)N1CCOCC1 (configuration not stated)	1%	38%	4.5%	7%	-7%
CCOC(=O)CN1C(=O)CCSc2ccc(Cl)cc21	-7%	2%	0.6%	-5%	8%
COc1ccc(CCNC(=O)c2ccc(OCc3c(C)noc3C)cc2)cc1OC	2%	11%	1.4%	7%	/

Some of these compounds in order of number of heavy atoms, lowest first:
SMILES	H1N1 NS1A inhibition	M. tuberculosis	inhibitors of VEEV	H37Rv inhibition	Salmonella PhoP GFP	others
CCOC(=O)CN1C(=O)CCSc2ccc(Cl)cc21	-7%	2%	0.6%	-5%	8%
COc1ccc2c(c1)C1=NN(/C(C)=C/C(C)=O)C(c3ccc(F)cc3)C1CC2 (configuration not stated)	-1%	19%	1.5%	5%	-5%
O=C(C1CCCN(S(=O)(=O)c2cccnc2)C1)N1CCN(c2ccccn2)CC1 (configuration not stated)	-1%	1%	0.5%	-3%	5%
COc1ccc(CCNC(=O)c2ccc(OCc3c(C)noc3C)cc2)cc1OC	2%	11%	1.4%	7%	/

Carrying on.
SMILES	H1N1 NS1A inhibition	M. tuberculosis	inhibitors of VEEV	H37Rv inhibition	Salmonella PhoP GFP	others
COC(=O)c1c(C)oc(C)c1S(=O)(=O)NCc1ccc(Cl)cc1Cl	-21%	20%	i	3%	4%
Cc1cc(C)n(CCCNC(=O)C2CCC(=O)N(CCc3ccc(Cl)cc3)C2)n1 (configuration not stated)	2%	3%	4.0%	2%	-1%
O=S(=O)(NCc1ccccn1)c1ccc(Cl)c(C(F)(F)F)c1	-7%	32%	1.0%	4%	12%
CC(=O)Nc1ccc(NC(=O)C(C)O/N=C/c2cccc([N+](=O)[O-])c2)cc1 (configuration not stated)	2%	7%	i	0%	-5%
COc1ccc(-c2cc(C(=O)N/N=C/c3cccnc3)c3ccccc3n2)c(OC)c1	-2%	2%	?	2%	-18%
Cc1ccc2nc(SC(C)C(=O)NCc3ccc4c(c3)OCO4)[nH]c2c1 (configuration not stated)	4%	-5%	0.5%	1%	-8%
Cc1cccc(NC(=O)C2SC(=Nc3c(C)cccc3C)C(C(=O)N3CCOCC3)=C2N)c1 (configuration not stated)	1%	-9%	2.8%	3%	-12%
COc1ccc(CCN(C)CC(=O)Nc2ccc(F)c(Cl)c2)cc1OC	-8%	31%	1.0%	-6%	3%
CC(=O)Oc1cccc(C(=O)Nc2ccccc2C(=O)N2CCCC2)c1	-7%	-4%	6.5%	-5%	-7%
CC(C)Cn1nc(NS(=O)(=O)c2ccccc2)c2cc3ccccc3nc21	6%	-15%	1.3%	-3%	1%
COCCc1ncc(CN2CCCCC2C(=O)Nc2ccc(Oc3ccccc3)nc2)cn1 (configuration not stated)	-6%	-4%	0.4%	-4%	-5%
O=C(Nc1cccc2c1[nH]c1ccccc12)C(F)(F)F	1%	14%	i	-2%	-15%
CCCNS(=O)(=O)c1ccc(OCC(=O)NCCCOC)cc1	-2%	8%	1.9%	-2%	-7%
O=C(NCCc1ccccc1)C1CCC(CNS(=O)(=O)c2cccc3cccnc23)CC1 (configuration not stated)	-6%	25%	0.4%	-5%	17%
COc1ccc(NCc2nnc(SCC(=O)NCc3ccccc3)n2-c2ccccc2OC)cc1	-4%	16%	7.1%	-3%	4%
COc1cccc(-c2nc3ccc(C(=O)NC(C)Cc4cccnc4)cc3o2)c1 (configuration not stated)	-1%	25%	6.2%	11%	2%
Cc1cc(N2CCC(C)CC2)nc(-c2ccccc2O)n1	-1%	6%	i	0%	-7%
CC(C)c1onc(C(=O)N2CCN(Cc3ccccc3)CC2)c1[N+](=O)[O-]	4%	12%	0.4%	3%	-11%
COc1ccc(OC)c(CCNC(=O)Cn2nc(C)c3c(C)n(-c4ccc(C)cc4)nc3c2=O)c1	1%	15%	0.7%	5%	9%
CSc1ccccc1OCc1cc(C(=O)NC(C)Cn2cncn2)no1 (configuration not stated)	5%	-14%	0.5%	1%	-6%
N#C/C(=C\c1ccccc1[N+](=O)[O-])C(=O)NC1CCCCC1	4%	46%	6.2%	8%	2%
Cn1c(NCc2cccnc2)nc2c1c(=O)n(Cc1ccccc1F)c(=O)n2C	-8%	22%	i	-28%	-10%
Cc1cc(C(=O)COc2ccc(-c3nnco3)cc2)c(C)n1Cc1ccccc1	5%	71%	i	13%	-1%
Cc1cc(C)cc(-n2ncc3c2CCCC3NC(=O)c2cc(C)oc2C)c1 (configuration not stated)	-2%	19%	1.2%	3%	1%
CCCCn1c(N)c(N(CC)C(=O)C2CCC2)c(=O)[nH]c1=O	3%	-2%	7.5%	-4%	/
O=C(COC(=O)c1ccccc1)Nc1cccc(S(=O)(=O)N2CCCCC2)c1	-9%	/	1.9%	/	/
N#Cc1ccccc1S(=O)(=O)N1CCN(C(=O)CN2CCCSc3ccccc32)CC1	-15%	28%	2.9%	6%	/
COc1ccc(/C=N\N=C2/SC(CC(=O)O)C(=O)N2c2ccc(O)cc2)cc1OC (configuration not stated)	-10%	-8%	1.3%	1%	-7%
c1ccc(Cn2nnnc2C(c2cccs2)N2CCSCC2)cc1 (configuration not stated)	1%	-2%	i	1%	-18%
CCc1ccc2c(c1)C(c1ccc([N+](=O)[O-])cc1)=NNC(c1ccc(Br)cc1)=N2	0%	-6%	0.4%	62%	-7%
COC(=O)CSc1nnc(C)c(=O)[nH]1	8%	-4%	0.3%	-7%	3%
Cc1ccc(NC(=O)COC(=O)c2cccc(N3C(=O)c4ccccc4C3=O)c2)cc1	-6%	-1%	0.9%	-2%	5%
Cc1oc2cc(O)ccc2c(=O)c1N1C(=O)c2ccccc2C1=O	-6%	-1%	1.9%	-28%	11%
Cc1cc2ccccc2nc1SCC(=O)NC1CCCCC1	8%	-1%	i	10%	6%
COc1cccc(-c2c(C(=O)O)cc(O)c3ccc(OC)cc23)c1	12%	/	3.2%	/	/
CC(C)N1CCN(Cc2ccc(C#CCCO)cc2)CC1CCO (configuration not stated)	5%	-18%	i	7%	-5%
CCS(=O)(=O)n1nc(-c2ccc(Cl)cc2)nc1SC	3%	67%	1.7%	22%	0%	inhibitors of VEEV 10K pilot screen=1.2
CCCCOCCCNS(=O)(=O)c1ccccc1	-8%	6%	0.2%	5%	14%
OCC1(CCCc2ccccc2)CCN(C2CCSCC2)CC1	7%	4%	i	-6%	-6%
COc1cccc(C(=O)Nc2nnc(S(=O)(=O)N3CCOCC3)s2)c1	6%	18%	1.1%	9%	2%
CCC(=O)Nc1ccc(C(=O)NCc2ccccn2)cc1	6%	10%	i	7%	3%	inhibitors of VEEV 10K pilot screen=0.2
Cc1c(C(=O)N2CC(C)OC(C)C2)sc2nc(-c3ccccc3)cn12 (configuration not stated)	/	-1%	/	-13%	-3%
COc1ccc(S(=O)(=O)N(c2onc(C)c2Cl)S(=O)(=O)c2ccc(OC)c(OC)c2)cc1OC	13%	7%	3.2%	10%	6%
O=C(Cc1ccsc1)NCC(c1ccco1)N1CCCCC1 (configuration not stated)	-1%	21%	0.3%	4%	-10%
Cc1ccsc1CN(C)C(=O)c1ccc(Oc2ccccc2)cc1	3%	43%	4.1%	11%	13%
Cc1ccc(NC(=O)Cc2cc(C(=O)O)c3ccccc3n2)c(C)c1	10%	11%	i	-1%	-2%
COc1ccc(NC(=O)/C=C/C(=O)O)cc1Cl	3%	25%	i	?	5%
CC1=N/C(=C\c2ccc([N+](=O)[O-])cc2)C(=O)N1c1ccc(Br)c(C)c1	5%	-10%	i	-2%	-6%
CC(c1ccccn1)N(Cc1ccco1)C(=S)Nc1cccc(F)c1 (configuration not stated)	-2%	22%	i	-3%	14%
Cc1c(/C=N/NC(=O)C(C)(C)Oc2ccc(Cl)cc2)cnn1C	10%	/	2.7%	/	-1%
COC(=O)C1CC(O)CN1C(=O)Nc1cccc(C(F)(F)F)c1 (configuration not stated)	-5%	1%	1.2%	-4%	0%
CCOC(=O)c1c(NC(=O)CSc2nc3ccccc3o2)sc(C(C)=O)c1C	-14%	15%	3.2%	-6%	-2%
Cc1cccc(NC(=O)c2nc[nH]c2C(=O)NCCCCCNC(=O)OC(C)(C)C)c1	-21%	77%	6.5%	?	/
Cc1ccc(S(=O)(=O)N2CCN(C(=O)c3c(-c4ccccc4)noc3C)CC2)cc1	5%	3%	i	8%	-1%
COc1ccccc1NC(=O)CSc1nnnn1C	-13%	-1%	0.2%	-5%	2%
CCN1CCCC1CNC(=O)c1ccc2c(c1)NC(=O)/C(=C\c1ccc(OC)c(OC)c1)S2 (configuration not stated)	82µM*	?	5.5%	29%	-18%
COc1cc2c(cc1OC)CN(C(=O)c1ccc(S(=O)(=O)N3CCCCC3)cc1)CC2	-3%	13%	8.7%	10%	-8%
O=C(Cc1ccc2cccnc2c1)c1ccc(O)cc1O	-10%	7%	i	2%	-2%
CN1CCC(=NNC(=O)c2cc(-c3ccc(Cl)cc3)n[nH]2)CC1	7%	4%	1.9%	-1%	-5%
CCCCn1cnc2c(cnn2-c2ccc(Cl)cc2)c1=O	-2%	2%	2.2%	-1%	6%

A stretch from further up, as a working copy:
SMILES	H1N1 NS1A inhibition	M. tuberculosis	inhibitors of VEEV	H37Rv inhibition	Salmonella PhoP GFP	others
O=C(/C=C/c1ccc2c(c1)OCO2)c1ccc(F)cc1	-11%	?	9.1%	12%	8%
Oc1oc(-c2cccc3ccccc23)nc1/C=N/c1nccs1	3%	43%	2.7%	5%	-7%

The list goes on.
SMILES	H1N1 NS1A inhibition	M. tuberculosis	inhibitors of VEEV	H37Rv inhibition	Salmonella PhoP GFP	others
Nc1c(N(Cc2ccco2)C(=O)COc2ccccc2F)c(=O)[nH]c(=O)n1Cc1ccccc1	6%	-10%	i	-4%	/
O=c1oc2cc(O)ccc2cc1-c1ccccc1	-12%	15%	3.1%	68%	-1%
COC(=O)C1C(=O)C2=C(CC1C)NC(=O)CC2c1ccccc1 (configuration not stated)	4%	6%	2.5%	1%	-2%
O=C(O)Cc1sc(NC2CCCCC2)nc1-c1ccc(Cl)cc1	5%	75%	2.9%	11%	7%
O=C(Nc1ccccn1)c1ccc(COc2ccccc2Cl)o1	1%	72%	5.9%	-14%	-5%
COc1cc(C(O)P(=O)(OCCC(C)C)c2ccc(N(C)C)cc2)cc(OC)c1OC (configuration not stated)	2%	-3%	0.9%	1%	7%
CCCN(CCC)Cc1cc2ccccc2c2c1COC2	2%	1%	1.2%	2%	1%
COc1ccc(CNC(=O)c2noc3c2CCCC3)cc1	-9%	4%	i	2%	-3%
COc1ccc2oc(C(=O)OCC(=O)NCCN3C(=O)CSC3=O)c(C)c2c1	-7%	-1%	0.9%	-4%	6%
O=C(Cn1nnc2ccccc2c1=O)N[C@H](C(=O)O)c1ccccc1	-3%	0%	0.8%	-3%	-7%

Structures shown so far that have bromine (two):
SMILES	H1N1 NS1A inhibition	M. tuberculosis	inhibitors of VEEV	H37Rv inhibition	Salmonella PhoP GFP	others
CCc1ccc2c(c1)C(c1ccc([N+](=O)[O-])cc1)=NNC(c1ccc(Br)cc1)=N2	0%	-6%	0.4%	62%	-7%
CC1=N/C(=C\c2ccc([N+](=O)[O-])cc2)C(=O)N1c1ccc(Br)c(C)c1	5%	-10%	i	-2%	-6%
